TbREL1 inh = TbREL1 inhibition, primary screen. inhibition, % at 9.66 µM. 0.49% of 89,000 active. TbREL1 RNA ligation, FRET fluorescence. AID 1117264. P86926;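 active means inhibition above the mean inhibition across all screened compounds plus 3 SD, cut at about 11% in these data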;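 further: 0% = plate median of test wells and 100% = NSC42067 control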
Target sequence (P86926 whole entry, looked up): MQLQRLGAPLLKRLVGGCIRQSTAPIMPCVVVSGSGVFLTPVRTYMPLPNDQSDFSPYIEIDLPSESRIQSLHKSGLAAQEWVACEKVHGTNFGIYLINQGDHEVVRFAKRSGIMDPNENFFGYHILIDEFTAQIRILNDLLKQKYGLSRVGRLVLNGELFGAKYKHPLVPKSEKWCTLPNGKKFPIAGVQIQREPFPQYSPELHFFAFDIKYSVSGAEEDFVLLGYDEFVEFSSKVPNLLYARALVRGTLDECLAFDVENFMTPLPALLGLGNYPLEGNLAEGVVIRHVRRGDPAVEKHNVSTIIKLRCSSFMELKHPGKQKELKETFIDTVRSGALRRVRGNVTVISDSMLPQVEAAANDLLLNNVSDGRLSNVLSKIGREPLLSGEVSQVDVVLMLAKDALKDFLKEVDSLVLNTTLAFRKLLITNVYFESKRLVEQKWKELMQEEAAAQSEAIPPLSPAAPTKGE
* marks the source's active call; other numbers are inactive results. A portion of the library. The share of hits here may be higher or lower than overall.

COc1ccc(-c2cnc3c(NC=O)cc(-c4ccc(C(=O)N5CCOCC5)cc4)cn23)cc1OC
  TbREL1 inh = 0
CCOC(=O)[C@@]12CCCC=C1N(CCc1ccc(Cl)cc1)C(=O)[C@H]2CC(=O)N1CCN(C(=O)c2ccco2)CC1
  TbREL1 inh = 0
COC(=O)[C@@]12C[C@@H](CC(=O)N3CCCCC3)C(=O)N(Cc3ccc4c(c3)OCO4)C1=CCC(C)(C)C2
  TbREL1 inh = -4
CC(=O)c1c(N2CCN(C)CC2)nc(=S)n(Cc2ccccc2)c1C
  TbREL1 inh = 0
CCOc1cc(NC(=S)N2CCC(C(N)=O)CC2)c(C(=O)OC)cc1OCC
  TbREL1 inh = -4
COC(=O)CC1Oc2ccccc2N(Cc2ccccc2)C1=O (stereo not drawn)
  TbREL1 inh = 0
c1ccc(COc2ccccc2CNC2CCCC2)cc1
  TbREL1 inh = 4
COC(=O)[C@H](C)NC(=O)NCc1ccccc1
  TbREL1 inh = 0
Cc1[nH]nc(SCC(=O)NCc2ccc(Cl)cc2)c1[N+](=O)[O-]
  TbREL1 inh = 2
COc1cccc(NC(=O)Cc2cccs2)c1
  TbREL1 inh = 1
O=C(CSc1nc2ccccc2nc1N1CCOCC1)NCc1ccc(Cl)cc1Cl
  TbREL1 inh = 1
CCOc1ccc(N(CC(=O)NCc2ccc3c(c2)OCO3)C(=O)c2csnn2)cc1
  TbREL1 inh = -3
COc1ccc(OC)c(C(C(=O)NCc2ccco2)N(C(=O)Cn2nnc3ccccc32)C(C)C)c1 (stereo not drawn)
  TbREL1 inh = -1
COc1ccc(NC(=O)C2CCCN(C(=O)c3ccc(Cl)cc3)C2)cc1Cl (stereo not drawn)
  TbREL1 inh = -1
CNC(=O)c1cccc(NC(=O)c2ccccc2OCc2ccccc2)c1
  TbREL1 inh = 4
CC(C)CNC(=O)CCCc1ccccc1
  TbREL1 inh = 0
COc1ccc(CN(C)C(=O)COC(=O)c2cc([N+](=O)[O-])ccc2N2CCCC2)c(OC)c1OC
  TbREL1 inh = 1
Cc1cc(C)c2[nH]c(=O)c(C(c3nnnn3Cc3ccc4c(c3)OCO4)N3CCCC3)cc2c1 (stereo not drawn)
  TbREL1 inh = -2
CCn1c(COc2ccccc2C(N)=O)nc2ccccc21
  TbREL1 inh = 5
CCN1C(=O)[C@H]2[C@@H](c3ccc(C)cc3)N3C(=O)N(c4cccc(Cl)c4)C(=O)[C@@]3(Cc3ccc(Cl)cc3)[C@H]2C1=O
  TbREL1 inh = 0
CN(C)c1ccc(C(=O)NC2CCCCN(Cc3ccc(Cl)cc3)C2=O)cc1 (stereo not drawn)
  TbREL1 inh = -9
COc1ccc(-n2c(-c3ccc(Cl)cc3)c[n+]3c2CCc2ccccc2-3)cc1
  TbREL1 inh = 6
Cc1cc(C)n2nc(-c3sccc3-n3cccc3)cc2n1
  TbREL1 inh = -2
COc1ccc(C(=O)OCC(=O)Nc2c(C)cccc2C)cc1
  TbREL1 inh = 1
O=C(OC1CCc2ccccc2C1=O)c1ccccc1O (stereo not drawn)
  TbREL1 inh = 3

Another view of 4 compounds above:
TbREL1 inh	canonical_smiles
1	COc1ccc(C(=O)OCC(=O)Nc2c(C)cccc2C)cc1
2	Cc1[nH]nc(SCC(=O)NCc2ccc(Cl)cc2)c1[N+](=O)[O-]
0	CC(=O)c1c(N2CCN(C)CC2)nc(=S)n(Cc2ccccc2)c1C
1	COc1cccc(NC(=O)Cc2cccs2)c1

Reformatted with bars between the fields: 2 of the compounds above
Molecule | TbREL1 inh
COc1ccc(-c2cnc3c(NC=O)cc(-c4ccc(C(=O)N5CCOCC5)cc4)cn23)cc1OC | 0
COc1cccc(NC(=O)Cc2cccs2)c1 | 1

Additional compounds follow.
C=CCN=C1NC(c2ccccc2C(F)(F)F)C(C(=O)OC)=C(C)N1Cc1ccc(C(F)(F)F)cc1 (stereo not drawn)
  TbREL1 inh = 14*
CCCNC(=S)NNC(=O)c1cccs1
  TbREL1 inh = 0
CCOc1ccc(N2CC(C(=O)NCc3ccco3)CC2=O)cc1 (stereo not drawn)
  TbREL1 inh = -3
Cc1ccc(OCC(=O)NNC(=O)CSc2ncnc3sc(C)c(C)c23)cc1
  TbREL1 inh = -2
O=C(OCc1nnc(-c2cccs2)o1)C1=NN(c2ccccc2)C(=O)CC1
  TbREL1 inh = 6
Cc1ccn2c(=O)nc(SCC(=O)N3N=C(c4cccs4)CC3c3ccc(F)cc3)nc2c1 (stereo not drawn)
  TbREL1 inh = -2
COc1ccccc1OC(C)C(=O)N1CCC(Cc2ccccc2)CC1 (stereo not drawn)
  TbREL1 inh = -6
O=c1c2c(nc3n1CCCCC3)-c1ccccc1CC21CCCCC1
  TbREL1 inh = -1
O=C(Nc1ccc(S(=O)(=O)N2CCOCC2)cc1)C1CCN(S(=O)(=O)c2ccccc2)CC1
  TbREL1 inh = 3
ClC(CCN1CCN(Cc2ccccc2)CC1)c1ccccc1 (stereo not drawn)
  TbREL1 inh = 9
O=C(O)CCCC(=O)N1N=C(c2ccco2)CC1c1ccco1 (stereo not drawn)
  TbREL1 inh = 1
CS(=O)(=O)N1CCN(c2ccc(C(=O)N3CCOCC3)cc2[N+](=O)[O-])CC1
  TbREL1 inh = -1
C=CCn1c(CNC(=O)c2ccccc2F)nnc1SCC(=O)NC(C)c1ccccc1 (stereo not drawn)
  TbREL1 inh = 12*
Cc1ccc(S(=O)(=O)N2CCC(C(=O)Nc3ccc4c(c3)COC4=O)CC2)cc1
  TbREL1 inh = 3
CSc1nc(-c2ccccc2)nc2c1COC(C)(C)C2
  TbREL1 inh = 0
Cc1ccc(C)c(N2CN(Cc3cccnc3)CNC2=S)c1
  TbREL1 inh = -5
c1ccc(-n2nnc(-c3cccnc3)n2)cc1
  TbREL1 inh = -1
Cc1[nH]nc2c1C(c1ccc3c(c1)OCO3)C(C#N)=C(N)O2 (stereo not drawn)
  TbREL1 inh = 1
O=C(Nc1c2c(nn1-c1ccc(F)cc1)CS(=O)(=O)C2)c1ccc2c(c1)OCO2
  TbREL1 inh = 3
O=C(c1cccs1)N1CCCC(c2nc(-c3ccc(F)cc3)no2)C1 (stereo not drawn)
  TbREL1 inh = -3
COc1ccc(-c2cc(C(F)(F)F)nc(N3CCN(c4ccc(F)cc4)CC3)n2)cc1OC
  TbREL1 inh = -1
OC(CN1C2=NCCN2c2ccccc21)c1ccc(Br)cc1 (stereo not drawn)
  TbREL1 inh = 4
C=CC[C@@H](CC(=O)NCCO)C(=O)NC[C@H](OC(=O)[C@@H](CC=C)Cc1ccc(F)cc1)c1ccccc1
  TbREL1 inh = 0
COc1ccc(S(=O)(=O)N(C)C[C@@H]2OCc3cn(nn3)CCCC(=O)N([C@H](C)CO)C[C@H]2C)cc1
  TbREL1 inh = 1
O=C(c1nnsc1S(=O)c1ccc(Cl)cc1)N1CCOCC1 (stereo not drawn)
  TbREL1 inh = 2

Three structures out of the list, arranged by length of the SMILES, low to high:
c1ccc(-n2nnc(-c3cccnc3)n2)cc1
  TbREL1 inh = -1
ClC(CCN1CCN(Cc2ccccc2)CC1)c1ccccc1 (stereo not drawn)
  TbREL1 inh = 9
Cc1ccn2c(=O)nc(SCC(=O)N3N=C(c4cccs4)CC3c3ccc(F)cc3)nc2c1 (stereo not drawn)
  TbREL1 inh = -2

(continued)
CSc1nc(-c2ccccc2)nc(C(C)C)n1
  TbREL1 inh = -2
Cc1nn2c(-c3ccc(Cl)cc3Cl)nnc2s1
  TbREL1 inh = -1
COc1cccc(CC2(CO)CCN(Cc3ccc(NC(C)=O)cc3)CC2)c1
  TbREL1 inh = 9
Cc1ccccc1OCCC(=O)Nc1c(C)n(C)n(-c2ccccc2)c1=O
  TbREL1 inh = 4
CC(C)c1nnc(SCC(=O)N2CCc3ccccc32)n1C
  TbREL1 inh = -1
O=C(CCNC(=O)c1ccc([N+](=O)[O-])cc1)NCCc1ccc(Cl)cc1
  TbREL1 inh = 2
O=c1[nH]c2cc3c(cc2cc1CN(CCO)S(=O)(=O)c1ccccc1)OCCO3
  TbREL1 inh = -3
CN(C)c1nn(C(=O)Nc2ccc(Cl)cc2Cl)cc1-c1ccccc1
  TbREL1 inh = 1
CCOc1ccccc1C(=O)Nc1nnc(Cc2ccc(OC)c(OC)c2)s1
  TbREL1 inh = 1
CC(=O)NC(NC(=S)Nc1ccc(C)cc1C)C(Cl)(Cl)Cl (stereo not drawn)
  TbREL1 inh = -5
CC(C)CCNC(=O)C12CN(Cc3ccccc3)CC1C(c1cccc([N+](=O)[O-])c1)=NO2 (stereo not drawn)
  TbREL1 inh = -2
Cc1c(-c2ccccc2Br)nc2ccccc2c1C(=O)O
  TbREL1 inh = 1
N#Cc1ccccc1N/C=C/C(=O)c1ccc(Cl)cc1
  TbREL1 inh = 0
Cc1ccc(S(=O)(=O)N2CCCC2C(=O)NCc2ccncc2)cc1 (stereo not drawn)
  TbREL1 inh = 1
CCOC(=O)Cc1cc(=O)c2c(=O)n(-c3ccccc3)[nH]c2[nH]1
  TbREL1 inh = -1
CO/N=C/c1ccc(Oc2ccc(C)cc2)nc1
  TbREL1 inh = -3
COC(=O)c1c[nH]n2c(=O)c(Cl)c(C)nc12
  TbREL1 inh = 1
Cc1nc2c(ncn2-c2ccccc2)c(=O)n1NC(=O)CN1CCOCC1
  TbREL1 inh = 0
COc1ccc(S(=O)(=O)N2CCCC(C(=O)N3CCN(c4ccccc4)CC3)C2)cc1Cl (stereo not drawn)
  TbREL1 inh = -3
O=C(c1ccc(Cl)cc1)N1CCCCC(Sc2nnc(-c3ccc4c(c3)OCO4)o2)C1=O (stereo not drawn)
  TbREL1 inh = -2
Cc1cc(NS(=O)(=O)c2ccc(NC(=O)c3ccccc3F)cc2)no1
  TbREL1 inh = 3
CCCN(CC(=O)Nc1cc(Cl)ccc1Cl)C(=O)c1ccccn1
  TbREL1 inh = -4
Cn1cc(C(=O)c2cccc(Cl)c2Cl)cc1C#N
  TbREL1 inh = 1
Cc1ccc(S(=O)(=O)CC(c2ccccc2)N2CCOCC2)cc1 (stereo not drawn)
  TbREL1 inh = -2
O=C(c1ccccc1)c1nccn1-c1ccc(Cl)nn1
  TbREL1 inh = -1

Copied from the entries so far (2 entries):
CSc1nc(-c2ccccc2)nc(C(C)C)n1
  TbREL1 inh = -2
Cc1nn2c(-c3ccc(Cl)cc3Cl)nnc2s1
  TbREL1 inh = -1

Further records follow:
COc1ccc(Cl)cc1Nc1nc(-c2sc(NC(=O)c3ccco3)nc2C)cs1
  TbREL1 inh = -1
COc1cnc(-c2ccccn2)nc1N(C)C
  TbREL1 inh = 0
O=C(NCc1ccncc1)C1CCN(S(=O)(=O)c2ccccc2)CC1
  TbREL1 inh = 2
Cc1cccc(C(=O)N[C@H]2CC[C@@]34CCCN3C(=O)CCC[C@H]4[C@H]2C)c1
  TbREL1 inh = 5
O=C1CC2(CCN(C(=O)c3cccc(Cl)c3)CC2)Oc2ccccc21
  TbREL1 inh = -2
N#Cc1c(NC(=O)CSc2nnnn2C2CCCC2)sc2c1CCCC2
  TbREL1 inh = 1
CNC(=O)c1ccsc1NC(=O)c1ccc2c(c1)CCCC2
  TbREL1 inh = 3
O=C(CSc1ccc2nnc(-c3ccccc3)n2n1)NCc1ccco1
  TbREL1 inh = 1
COc1ccc(-c2ocnc2C(=O)N2CCN(Cc3cccnc3)CC2)cc1
  TbREL1 inh = 1
O=C(O)c1ccc(/C=N/NC(=O)c2cc3ccccc3cc2O)cc1
  TbREL1 inh = 2
C=CCn1c(C)nnc1SCC(=O)N1CCN(S(=O)(=O)c2ccccc2)CC1
  TbREL1 inh = 0
CC1(C(=O)Nc2cccc(OC(F)(F)F)c2)Cc2c(-c3cccc(C(F)(F)F)c3)ccnc2O1 (stereo not drawn)
  TbREL1 inh = 3
CN(Cc1ccccc1Cl)C(=O)CN1C(=O)C2(OCCCO2)c2ccccc21
  TbREL1 inh = 0
C[C@H](NC(=O)c1nc[nH]c1C(=O)N1CCN(c2ccccc2)CC1)C(=O)OCc1ccccc1
  TbREL1 inh = -2
C[C@@H]1CC[C@]2(O[C@@H](CCO)C[C@@H](O)[C@@H]2O)O1
  TbREL1 inh = 0
C#CCNC(=O)C[C@H]1C(=O)N(Cc2ccc(OC)cc2)C2=CCCCC[C@@]21C(=O)OC
  TbREL1 inh = -4
COc1ccc(N2CC(C)Cn3c2nc2c3c(=O)n(Cc3ccc(C)cc3)c(=O)n2C)c(OC)c1 (stereo not drawn)
  TbREL1 inh = -6
COc1cc(/C=C/C(=O)OCC(=O)NC(=O)NCc2ccccc2)ccc1OCC#N
  TbREL1 inh = -2
COc1ccccc1NCc1nc2ccccc2n1C
  TbREL1 inh = -5
CCOc1ccc(OCC(=O)Nc2cccc(S(=O)(=O)NC3=NCCC3)c2)cc1
  TbREL1 inh = -1
CCc1cc(=O)oc2c3c(cc(OCC(=O)N[C@H](C(=O)O)[C@H](C)CC)c12)OC(C)(C)CC3
  TbREL1 inh = -2
C[C@]12c3[nH]c4ccc(Cl)cc4c3CCN1C(=O)[C@@H](CC(=O)NCCC1=CCCCC1)C[C@@H]2C(=O)N1CCOCC1
  TbREL1 inh = -2
CC1CCC(NC(=O)C2CCC(CNc3c(N4CCCCC4)c(=O)c3=O)CC2)CC1 (stereo not drawn)
  TbREL1 inh = 6
CC1CCCN(CCCCOc2cccc(Br)c2)C1 (stereo not drawn)
  TbREL1 inh = 4
CCCCN1CC(=O)N2[C@H]3c4cc(C)ccc4OC[C@@H]3[C@H](c3ccccc3)[C@]2(C)C1=O
  TbREL1 inh = -2
CN(C)S(=O)(=O)c1ccc(C(=O)NCC(c2cccs2)N2CCOCC2)cc1 (stereo not drawn)
  TbREL1 inh = 0

High-throughput results (PubChem)
